Screens: PubChem BioAssay, National Center for Advancing Translational Sciences (NCATS)
EPAC1 ag: EPAC1 (human) agonism; O95398; actives 0.073% (n = 360,000); EPAC1 agonist qHTS, biochemical assay; response scale: 100% = response to 6.5 mM cAMP; Potency, µM (highest dose often 154 µM), without a hit: at the highest dose activation, actives largely listed as activators; further: potency means the concentration at half of the fitted maximal effect; nearly all actives have a fitted effect of over 60% in size
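Nucleotide exchange assay: 100 nM EPAC1 with 250 nM Rap1B loaded with BODIPY-GDP and 50 uM GDP, room temperature. Fluorescence (480/540 nm) read every 5 min for 30 min; signal change normalized to 6.5 mM cAMP as full agonist.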
FUS yeast rescue: FUS proteinopathy suppression in yeast. AID 1347120. actives 0.24% (n = 390,000). Potency, µM (titrated, usually from 76.6 µM), without a hit: top-dose growth rescue (activation), actives largely listed as activators. S. cerevisiae FUS-expressing, growth rescue, OD600, 24 h;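 further: potency means the concentration at half of the fitted maximal effect; plate controls were DMSO vehicle for no effect and reference control for full effect; nearly all actives have a fitted effect of over 55% in size; some results filed as inactive show a strong effect at the top dose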
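Quantitative HTS measuring growth restoration of FUS-toxic yeast. Galactose-induced cells (OD 0.005) were exposed 24hr at 30C to compounds at several concentrations, then absorbance at 600 nm was recorded.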
aSyn rescue: rescues yeast growth from alpha-synuclein toxicity | Yeast expressing alpha-synuclein, growth rescue, BacTiter-Glo, 24 h | AID 652106 | actives 0.14% (n = 370,000) | Potency, µM (series often up to 46.1 µM), for the others: at the top dose growth rescue (activation), hits mostly activators; further: potency means the concentration at half of the fitted maximal effect; % of control where 0% means no effect; nearly all actives have a fitted effect of over 65% in size
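Rescue of yeast growth: cells expressing toxic alpha-synuclein, induced in galactose at OD600 0.02, incubated with compound 24 h at 30 C. ATP luminescence quantified growth; inhibitors of toxicity appear as activators.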
PLK1 PBD block: PLK1 (human) polo-box domain binding inhibition. Potency, µM, without a hit: max response, negative = inhibition, most hits filed as inhibitors. Plk1 PBD binding of FITC phosphopeptide, fluorescence polarization. P53350. actives 2.8% (n = 360,000); further: potency means the concentration at half of the fitted maximal effect; series mostly up to about 57 µM; on the % scale 0 is the no-effect control and ±100 the full control effect; nearly all actives have a fitted effect of over 65% in size
Target sequence (P53350 whole entry, looked up, the tested form may be a part): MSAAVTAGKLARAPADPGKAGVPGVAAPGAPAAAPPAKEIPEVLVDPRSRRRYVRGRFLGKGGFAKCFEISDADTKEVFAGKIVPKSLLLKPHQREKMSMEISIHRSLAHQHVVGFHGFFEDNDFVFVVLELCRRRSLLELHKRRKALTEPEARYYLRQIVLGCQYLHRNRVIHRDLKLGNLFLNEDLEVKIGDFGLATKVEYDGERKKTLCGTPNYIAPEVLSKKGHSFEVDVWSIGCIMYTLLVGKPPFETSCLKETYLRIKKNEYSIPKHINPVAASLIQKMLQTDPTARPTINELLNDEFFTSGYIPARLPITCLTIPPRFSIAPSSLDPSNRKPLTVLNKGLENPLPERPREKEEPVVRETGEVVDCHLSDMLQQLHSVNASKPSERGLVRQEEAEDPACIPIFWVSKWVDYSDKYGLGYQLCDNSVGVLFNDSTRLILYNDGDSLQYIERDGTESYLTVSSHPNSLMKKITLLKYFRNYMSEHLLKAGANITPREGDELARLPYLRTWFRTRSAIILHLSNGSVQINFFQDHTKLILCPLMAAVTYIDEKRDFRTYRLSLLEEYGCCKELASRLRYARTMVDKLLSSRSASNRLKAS
PI5P4Ka inh: blocks human PI5P4K alpha kinase activity | P48426 | PI5P4Kalpha enzyme, ADP-Glo luminescence, 60 min; active compounds read low | max response, % | actives 1.2% (n = 330,000); active means max response of -50% or lower; inconclusive means between -30% and -50%; inactive means -30% or higher; further: value at the top dose of about 77 µM; on the % scale 0 is the no-effect control and ±100 the full control effect
Target sequence (P48426 whole entry, looked up): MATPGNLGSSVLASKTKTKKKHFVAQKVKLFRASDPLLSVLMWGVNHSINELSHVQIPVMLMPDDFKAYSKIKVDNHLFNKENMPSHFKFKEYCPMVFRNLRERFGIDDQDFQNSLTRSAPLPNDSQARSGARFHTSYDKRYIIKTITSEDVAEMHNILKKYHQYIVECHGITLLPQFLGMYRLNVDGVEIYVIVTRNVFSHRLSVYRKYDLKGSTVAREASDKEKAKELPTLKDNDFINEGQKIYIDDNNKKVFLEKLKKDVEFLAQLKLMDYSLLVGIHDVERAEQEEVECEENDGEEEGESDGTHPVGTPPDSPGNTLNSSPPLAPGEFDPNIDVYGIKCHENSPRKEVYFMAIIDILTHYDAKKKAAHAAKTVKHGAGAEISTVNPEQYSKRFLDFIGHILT
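Enzyme plus substrate dispensed, test compounds pinned in, then ATP (5 microM final) added. After 60 min at RT, ADP-Glo reagent 1 for 45 min and reagent 2 for 30 min preceded luminescence imaging.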
EPAC1 antag: antagonists of human EPAC1; EPAC1 GEF assay, Rap1b-BODIPY-GDP exchange fluorescence; Potency, µM (top dose mostly 115 µM), for the others: top-dose activity change, negative = inhibition, actives largely listed as inhibitors; actives 0.14% (n = 360,000); AID 720709;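 further: potency means the concentration at half of the fitted maximal effect; plate controls were vehicle for no effect and positive control for full effect; nearly all actives have a fitted effect of over 50% in size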
Abeta yeast res: restores growth of yeast expressing A-beta42 peptide. actives 0.063% (n = 410,000). Potency, µM (series often up to 46.1 µM), for inactives: top-dose growth rescue, usual class: activators. yeast expressing A-beta42, growth rescue, OD600, 48 h; response scale: 0% DMSO, 100% iron-clioquinol control; further: potency means the concentration at half of the fitted maximal effect; nearly all actives have a fitted effect of over 55% in size
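Growth rescue measured by 600 nm absorbance after 48 h yeast culture at 30 C with compound. Values normalized between DMSO and an equimolar ferric chloride plus clioquinol control.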
WRN helicase inh: WRN helicase (human) inhibition. AID 651768. Potency, µM (series often up to 114 µM), without a hit: top-dose activity change, negative = inhibition, actives largely listed as inhibitors. WRN helicase unwinding, fluorescent forked duplex, kinetic. actives 0.46% (n = 360,000). Q14191; further: potency means the concentration at half of the fitted maximal effect; on the % scale 0 is the no-effect control and ±100 the full control effect; nearly all actives have a fitted effect of over 55% in size
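Kinetic red-fluorescence monitoring (525/598 nm) tracks WRN helicase activity after 100 nM fluorophore-quencher forked duplex and 2 mM ATP are added to 20 nM enzyme pretreated 15 min at room temperature with compound.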
IL-2 act: IL-2 activation; actives 0.065% (n = 360,000); activation, % (series mostly up to about 46 µM); IL-2 activation reporter assay, cell-based qHTS; stimulated with anti-CD3/CD4/CD28 beads; in transgenic mouse T cells; AID 652025; in the data active means activation above about 50%; inconclusive means mostly about 30% to 49%; further: 0% is about no effect
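Unstimulated transgenic mouse T cells, 750 per well, received compound and, after 60 minutes, anti-CD3/anti-CD4 bead plus anti-CD28 stimulation. EGFP and DsRed were quantified after 18 hours.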
An asterisk follows results filed as active; [ ] = another dose, or the depositor's remark. Unless noted, the call rests on the fitted dose curve; in most records, active means well fitted curve in the direction sought with a large enough effect; inconclusive means small, poorly fitted or top-dose-only effect, or another doubt; inactive means no such curve, though single readings can be large; an effect the other way counts as inactive or inconclusive. An unsorted share of the library; overall some 4.1% were active at least once.

`CC(=O)OC(C[N+]1(C)CCCCCC1)c1ccccc1` (stereo not drawn) gave EPAC1 ag -7.5%, FUS yeast rescue -17.2%, aSyn rescue -2.5%, PLK1 PBD block -3.4%, PI5P4Ka inh 4.4, EPAC1 antag 9.7%, Abeta yeast res -15.9%, WRN helicase inh 5.6% and IL-2 act 0.6.
Cc1ccc2c(c1)cc(CN(Cc1ccco1)C(=O)N1CCOCC1)c1nnnn12 was read as EPAC1 ag -3.0%, FUS yeast rescue -0.9%, aSyn rescue -0.3%, PLK1 PBD block 4.7%, PI5P4Ka inh 1.0, EPAC1 antag -6.7%, Abeta yeast res 5.1%, WRN helicase inh -1.6% and IL-2 act -0.4.
For O=C(/C=C/c1ccc(F)cc1)NC(=S)N1CCOCC1 the results were EPAC1 ag -2.1%, FUS yeast rescue -19.1%, aSyn rescue 8.0%, PLK1 PBD block -5.1%, PI5P4Ka inh -4.5, EPAC1 antag 2.8%, Abeta yeast res -13.7%, WRN helicase inh 3.9% and IL-2 act -3.9.
`CCc1ccc2c(c1)NC(=O)C2(C)Cc1ccccc1C#N` (stereo not drawn) gave EPAC1 ag -0.3%, FUS yeast rescue 14.6%, aSyn rescue 14.5%, PLK1 PBD block -9.4%, PI5P4Ka inh -29.6, EPAC1 antag inconclusive, Abeta yeast res 10.5%, WRN helicase inh 1.0% and IL-2 act -0.5.
Screening CC1CCCCN1CCn1c(=S)[nH]c2cc3c(cc2c1=O)OCO3 (stereo not drawn) returned EPAC1 ag 3.1%, FUS yeast rescue 11.1%, aSyn rescue 1.7%, PLK1 PBD block 3.5%, PI5P4Ka inh -2.5, EPAC1 antag 10.4%, Abeta yeast res 5.2%, WRN helicase inh 1.1% and IL-2 act 7.2.
Screening Cc1ccc(Cn2ncc3c(N4CCN(CC#N)CC4)ncnc32)cc1 returned EPAC1 ag 5.5%, FUS yeast rescue 2.4%, aSyn rescue 5.6%, PLK1 PBD block 1.9%, PI5P4Ka inh 6.3, EPAC1 antag -20.3%, Abeta yeast res -11.5%, WRN helicase inh -9.3% and IL-2 act -1.1.
`CC(C)c1ccc(NC(=O)CN2C(=O)c3ccccc3S2(=O)=O)cc1` gave EPAC1 ag -11.5%, FUS yeast rescue 5.7%, aSyn rescue 7.9%, PLK1 PBD block -4.8%, PI5P4Ka inh 5.6, EPAC1 antag -14.6%, Abeta yeast res -11.6%, WRN helicase inh -5.8% and IL-2 act -0.6.
COc1cc(CCC(=O)O)on1 was read as EPAC1 ag -1.8%, FUS yeast rescue -25.2%, aSyn rescue -0.4%, PLK1 PBD block -1.0%, PI5P4Ka inh -0.2, EPAC1 antag 17.3%, Abeta yeast res 7.0%, WRN helicase inh -1.5% and IL-2 act -1.0.
CCCNC(=O)c1cc(C2CCCCN2C(=O)c2cc(C(C)(C)C)nn2C)on1 (stereo not drawn) was read as EPAC1 ag -9.1%, FUS yeast rescue 5.2%, aSyn rescue -1.3%, PLK1 PBD block -10.6%, PI5P4Ka inh 4.4, EPAC1 antag -3.8%, Abeta yeast res -12.4%, WRN helicase inh 0.2%[57.1 µM] and IL-2 act 0.2.
For Cc1cc(N2CCN(C)CC2)nc2ccc(NC(=O)CCC3CCCC3)cc12 the results were EPAC1 ag -3.7%, FUS yeast rescue 18.2%, aSyn rescue -9.6%, PLK1 PBD block 0.9%, PI5P4Ka inh 13.0, EPAC1 antag -11.6%, Abeta yeast res -8.9%, WRN helicase inh -0.6% and IL-2 act -0.8.
Screening C/C(=N\NC(=O)c1ccccc1)c1ccccc1F returned EPAC1 ag 4.2%, FUS yeast rescue 13.1%, aSyn rescue -6.1%, PLK1 PBD block -11.3%, PI5P4Ka inh -1.2, EPAC1 antag -5.6%, Abeta yeast res 0.2%, WRN helicase inh -2.0% and IL-2 act -4.1.
Screening CCn1c(=O)c(C(=O)Nc2ccc(C)cc2)c(O)c2ccccc21 returned EPAC1 ag 11.0%, FUS yeast rescue 4.1%, aSyn rescue -6.4%, PLK1 PBD block -7.5%, PI5P4Ka inh 23.9, EPAC1 antag 0.4%, Abeta yeast res -6.8%, WRN helicase inh -29.6% and IL-2 act 0.6.
`Cc1ccc(Nc2nnc(SCC(=O)Nc3ccccc3[N+](=O)[O-])s2)cc1` gave EPAC1 ag -3.0%, FUS yeast rescue 50.2%, aSyn rescue -1.4%, PLK1 PBD block -9.2%, PI5P4Ka inh -2.8, EPAC1 antag -14.8%, Abeta yeast res -13.1%, WRN helicase inh 6.9% and IL-2 act -4.0.
Screening COc1ccc(OC)c(-c2cc(C(=O)Nc3ccccc3C(N)=O)c3ccccc3n2)c1 returned EPAC1 ag 10.3%, FUS yeast rescue inconclusive, aSyn rescue -0.8%, PLK1 PBD block -6.6%, PI5P4Ka inh 147.4, EPAC1 antag -21.2%, Abeta yeast res 1.8%, WRN helicase inh -3.7% and IL-2 act -0.3.
`CCCCCCC(=O)Nc1nc(C)c(-c2csc(Nc3ccccc3OC)n2)s1` gave EPAC1 ag -10.1%, FUS yeast rescue 17.6%, aSyn rescue -3.8%, PLK1 PBD block -6.4%, PI5P4Ka inh 1.0, EPAC1 antag -13.1%, Abeta yeast res 2.2%, WRN helicase inh -9.6% and IL-2 act 0.0.

Next part, starting with the last two of the part before.
Screening COc1ccc(OC)c(-c2cc(C(=O)Nc3ccccc3C(N)=O)c3ccccc3n2)c1 returned EPAC1 ag 10.3%, FUS yeast rescue inconclusive, aSyn rescue -0.8%, PLK1 PBD block -6.6%, PI5P4Ka inh 147.4, EPAC1 antag -21.2%, Abeta yeast res 1.8%, WRN helicase inh -3.7% and IL-2 act -0.3.
`CCCCCCC(=O)Nc1nc(C)c(-c2csc(Nc3ccccc3OC)n2)s1` gave EPAC1 ag -10.1%, FUS yeast rescue 17.6%, aSyn rescue -3.8%, PLK1 PBD block -6.4%, PI5P4Ka inh 1.0, EPAC1 antag -13.1%, Abeta yeast res 2.2%, WRN helicase inh -9.6% and IL-2 act 0.0.
CSCCC(=O)N1CCC(n2nccc2NC(=O)c2ccc3c(c2)OCO3)CC1 was read as EPAC1 ag -3.1%, FUS yeast rescue -2.9%, aSyn rescue 0.7%, PLK1 PBD block 5.9%, PI5P4Ka inh 5.2, EPAC1 antag 4.8%, Abeta yeast res -5.1%, WRN helicase inh -16.5% and IL-2 act 0.2.
COc1ccc2oc(C(=O)OC(C)C(=O)N3CCC(C)CC3)c(C)c2c1 (stereo not drawn) was read as EPAC1 ag 5.1%, aSyn rescue 3.9%, PLK1 PBD block -1.0%, PI5P4Ka inh 2.8, EPAC1 antag -7.3%, Abeta yeast res -15.5%, WRN helicase inh -22.4% and IL-2 act -2.7.
`NS(=O)(=O)c1cccc(NC(=O)CC(NC(=O)c2ccccc2Cl)c2ccccc2)c1` (stereo not drawn) gave EPAC1 ag 9.0%, FUS yeast rescue -6.2%, aSyn rescue 0.3%, PLK1 PBD block 0.4%, PI5P4Ka inh -5.4, EPAC1 antag -21.2%, Abeta yeast res -6.0%, WRN helicase inh -2.9%[57.1 µM] and IL-2 act -0.1.
NC(=S)NN=C1CCC2(CCCCC2)CC1 was read as EPAC1 ag 1.0%, FUS yeast rescue -14.5%, aSyn rescue -1.4%, PLK1 PBD block -20.6%, PI5P4Ka inh 3.0, EPAC1 antag -6.3%, Abeta yeast res -10.5%, WRN helicase inh -17.5% and IL-2 act -1.1.
CC(C)c1ccc(Nc2cnn(C34CC5CC(CC(CC(=O)O)(C5)C3)C4)c(=O)c2Cl)cc1 was read as EPAC1 ag 5.9%, FUS yeast rescue -8.1%, aSyn rescue -0.4%, PLK1 PBD block -7.1%, EPAC1 antag 2.7%, Abeta yeast res -6.1%, WRN helicase inh -2.4% and IL-2 act 1.8.
O=C(NC1CCCCC1)n1c(=O)oc2ccccc21 was read as EPAC1 ag -2.1%, FUS yeast rescue 2.2%, aSyn rescue 7.0%, PLK1 PBD block inconclusive, EPAC1 antag 0.3%, Abeta yeast res -7.5%, WRN helicase inh -3.3% and IL-2 act -0.9.
Screening C=CCn1c(=O)c(C(=O)NCCc2ccc(Cl)cc2)c(O)c2cc(OC)c(OC)cc21 returned EPAC1 ag -8.6%, FUS yeast rescue -7.6%, aSyn rescue -3.0%, PLK1 PBD block -4.2%, PI5P4Ka inh -1.2, EPAC1 antag -21.5%, Abeta yeast res -7.2%, WRN helicase inh -3.4% and IL-2 act 0.8.
CCOc1cc(N2CCOCC2)c(OCC)cc1NS(=O)(=O)c1ccc(Cl)s1 was read as EPAC1 ag 6.4%, FUS yeast rescue 42.8%, aSyn rescue -0.3%, PLK1 PBD block -6.1%, PI5P4Ka inh 8.0, EPAC1 antag 0.1%, Abeta yeast res -1.4%, WRN helicase inh -8.8%[57.1 µM] and IL-2 act 1.1.
For CC(/C=C/c1ccco1)=N/NC(=O)c1ccc(C)nc1 the results were EPAC1 ag 7.8%, FUS yeast rescue 9.3%, aSyn rescue 0.0%, PLK1 PBD block -1.0%, PI5P4Ka inh 1.4, EPAC1 antag 0.4%, Abeta yeast res 5.6%, WRN helicase inh -11.2% and IL-2 act -2.4.
CCc1nnc(NC(=O)CCN2C(=O)c3ccccc3S2(=O)=O)s1 was read as EPAC1 ag -0.2%, FUS yeast rescue 1.8%, aSyn rescue -8.2%, PLK1 PBD block -4.5%, EPAC1 antag -11.3%, Abeta yeast res 10.2%, WRN helicase inh -5.0% and IL-2 act -0.5.
Screening COc1ccccc1N1CCN(C(=O)Cn2c(=O)[nH]c3ccsc3c2=O)CC1 returned EPAC1 ag 7.9%, FUS yeast rescue 5.7%, aSyn rescue -9.9%, PLK1 PBD block -13.7%, PI5P4Ka inh -1.3, EPAC1 antag 2.2%, Abeta yeast res -2.5%, WRN helicase inh 7.8% and IL-2 act -3.9.
Screening COCCOCC(=O)Nc1ccc(S(=O)(=O)Nc2cc(C)nc(C)n2)cc1 returned EPAC1 ag -4.2%, FUS yeast rescue -0.8%, aSyn rescue 9.3%, PLK1 PBD block -0.3%, PI5P4Ka inh -0.1, EPAC1 antag -4.6%, Abeta yeast res -17.1%, WRN helicase inh 2.1% and IL-2 act 0.3.
